# Compound activity as filed in PubChem BioAssay.
# hcGAS lum – blocks human cGAS activity; inhibition, % at 12.5 µM; 0.081% of 290,000 active; recombinant h-cGAS, ATP depletion, Kinase-Glo luminescence; Q8N884;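 further: 0% = vehicle reaction and 100% = reaction without DNA for no activity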
# Target sequence (Q8N884 whole entry, looked up): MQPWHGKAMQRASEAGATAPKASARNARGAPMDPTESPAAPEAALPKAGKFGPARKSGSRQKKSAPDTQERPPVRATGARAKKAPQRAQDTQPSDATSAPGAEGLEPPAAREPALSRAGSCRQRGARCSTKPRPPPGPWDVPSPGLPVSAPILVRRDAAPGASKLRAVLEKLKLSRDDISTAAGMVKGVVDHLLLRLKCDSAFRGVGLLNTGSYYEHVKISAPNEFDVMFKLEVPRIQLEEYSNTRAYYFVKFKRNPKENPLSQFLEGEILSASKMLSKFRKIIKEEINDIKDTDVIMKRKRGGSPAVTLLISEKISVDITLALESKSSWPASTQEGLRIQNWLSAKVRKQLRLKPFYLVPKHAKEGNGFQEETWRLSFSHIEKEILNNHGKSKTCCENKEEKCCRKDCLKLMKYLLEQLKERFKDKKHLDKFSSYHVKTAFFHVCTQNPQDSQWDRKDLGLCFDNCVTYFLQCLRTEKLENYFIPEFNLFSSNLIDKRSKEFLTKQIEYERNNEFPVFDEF
# NPYLR7 ag – mosquito NPYLR7 agonism. activation, % at 10 µM. HEK293T NPYLR7/Galpha15, GCaMP6s calcium fluorescence. 0.15% of 270,000 active; in the data active means activation above about 40%;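 further: 0% = vehicle and 100% = reference agonist at the receptor; some compounds past the cut are filed as inactive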
# mcGAS lum – inhibitors of mouse cGAS; Q8C6L5; recombinant cGAS, Kinase-Glo ATP depletion luminescence; inhibition, % at 12.5 µM; 0.15% of 160,000 active; AID 1259399;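 further: 0% = negative control wells and 100% = reference inhibitor with no enzyme activity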
# * marks the source's active call; other numbers are inactive results; . = no result given. Unless noted, no stated cut-off is given here; in the data, active means inhibition above about 40%; inactive means the rest.
SMILES,hcGAS lum,NPYLR7 ag,mcGAS lum
O=C(CCS(=O)(=O)c1ccccc1)N(Cc1ccccn1)c1nc2c(F)cccc2s1,-3.5,-5.9,-5.0
Cc1ccc2c(C)cc(Sc3ccc(C)c(C)c3)nc2c1,-8.4,-3.9,-7.3
CCc1ccc(-c2ccc(NC3CCCCC3)nn2)cc1S(N)(=O)=O,3.2,-13.9,.
CCOC(=O)N1CCN(c2nc3c(c(=O)[nH]c(=O)n3C)n2Cc2ccccc2Cl)CC1,-6.4,-0.4,.
COC(=O)Cc1cc(=O)n2c(nc3ccccc32)[nH]1,-7.2,10.4,.
CC(c1ccccc1)N1CCN(S(=O)(=O)c2c(Cl)cccc2Cl)CC1 (configuration not stated),-4.3,2.7,.
C=CCN1CC(C(=O)Nc2cccc(C(=O)NC(C)(C)C)c2C)CCC1=O (configuration not stated),-3.7,4.6,-15.6
O=C(CCCn1cnc2ccccc2c1=O)N1CCCCC1CCO (configuration not stated),-0.1,-4.2,-9.0
CNc1ncccc1CN(C)CCOc1cc(C)ccc1C,-4.7,-0.4,.
Cc1ccc(-c2nc3cc(Cl)ccc3o2)cc1NC(=O)c1cccc([N+](=O)[O-])c1,-4.3,2.7,-4.4
CCOc1ccc(C(NC23CN4CN(CN(C4)C2)C3)P(=O)(c2ccccc2)c2ccccc2)cc1 (configuration not stated),1.1,-1.9,.
COc1cccc(Cl)c1-c1cc(C(=O)N2CCN(C)CC2)ccn1,-5.6,7.6,-12.9
C=CCN=c1scc(-c2cccc(Cl)c2)n1N=Cc1ccc2c(c1)OCO2,-5.6,3.9,-5.5
O=C(NCc1ccccn1)c1cc(N2CCN(c3cccc(C(F)(F)F)c3)CC2)nc2ccccc12,-3.3,29.3,-6.7
c1ccc(C[n+]2cc(-c3ccccc3)n3c2CCC3)cc1,-4.5,7.3,.
CCCCCCc1ccc(C(=O)N(Cc2ccc(OC)c(OS(C)(=O)=O)c2)CC(C)C)cc1,-6.8,-2.7,-6.3
COc1cc(-c2[nH]ncc2CN2CCCCC2c2nccs2)cc(OC)c1OC (configuration not stated),-8.4,6.2,.
CCCOC1C(C2COC3(CCCCC3)O2)OC2OC3(CCCCC3)OC21 (configuration not stated),-9.6,.,-5.0
C=CC(C)(O)CC1[C@@]2(C)CCCC(C)(C)C2CC[C@]1(C)O (some centres not stated),-2.7,0.3,-4.8
O=C(Cn1c2[n+](c3ccc(C(F)(F)F)cc31)CCCCC2)c1ccc2c(c1)OCCO2,-8.4,15.1,.

# The closing two entries of the section above open the next one:
SMILES,hcGAS lum,NPYLR7 ag,mcGAS lum
C=CC(C)(O)CC1[C@@]2(C)CCCC(C)(C)C2CC[C@]1(C)O (some centres not stated),-2.7,0.3,-4.8
O=C(Cn1c2[n+](c3ccc(C(F)(F)F)cc31)CCCCC2)c1ccc2c(c1)OCCO2,-8.4,15.1,.
Cc1ccc(C)c(Cn2cnc3c(nnn3-c3cccc(F)c3)c2=O)c1,0.6,-1.5,-3.2
CC(C)CN1CCN(c2nc3c(c(=O)[nH]c(=O)n3C)n2Cc2ccc(F)cc2)CC1,-2.8,3.9,.
C=CCSC(C)C(=O)N1CCOc2c(O)cc(-c3cccnc3)cc2C1 (configuration not stated),-3.0,6.3,.
O=S(=O)(Nc1ccc(OCC(F)(F)F)cc1)c1ccc(F)cc1F,-1.8,-9.7,-5.3
COc1ccc(C(CCN(C)C)Oc2ccc(CC(=O)NN3CCCC3)cc2)cc1 (configuration not stated),9.4,4.3,-0.8
CC(C)c1nn(C)c2sc(C(=O)N3CCS(=O)(=O)CC3)cc12,-7.5,9.2,.
Cc1nc(Cl)cc(NCCS(=O)Cc2ccccc2)n1 (configuration not stated),-11.5,11.4,.
CCc1cccc2c(C(CC(=O)N3CCC4(CC3)OCCO4)c3ccc(OC)c(OC)c3)c[nH]c12 (configuration not stated),-1.4,0.1,-3.5
C=C(C)Cn1c(SCC(=O)OCC)nc2c1c(=O)[nH]c(=O)n2C,-2.8,3.2,-4.7
Cc1cc(S(=O)(=O)NCCN2CCOCC2)c(C)s1,-1.5,0.1,.
O=C(Cn1cccn1)NC1CC(=O)N(C2CCCCCC2)C1 (configuration not stated),-3.9,0.4,.
CSCc1cc(F)ccc1CN,-5.9,5.2,.
Cc1cc(C(=O)NC(C)c2ncn[nH]2)c(NC(=O)C(C)(C)C)s1 (configuration not stated),-6.8,-0.6,.
Cc1ccccc1OCC(O)CN(CCc1nc(-c2cccc(Cl)c2)no1)Cc1ccccc1 (configuration not stated),-4.3,10.0,-4.9
CC(C)CN1CC(C(=O)N2CCc3nc(N)sc3C2)CC1=O (configuration not stated),-3.9,6.6,.
O=C1C(Nc2ccccc2)=C(N2CCCCC2)C(=O)c2ccccc21,-3.1,2.1,.
Cc1ccc(S(=O)(=O)N2CCOC23CCN(C(=O)Cc2ccc(Cl)cc2)CC3)cc1,-4.6,9.6,.
Cc1oc(-c2ccc(Cl)cc2)nc1CN1CCC(C(=O)N2CCCCC2)CC1,-6.8,15.4,.
CC(=O)C1=C(c2ccc(Br)cc2)N(C(C)=O)n2c(C)nnc2S1,-9.1,0.7,.
CCCCNC(=O)CN1C(=O)NC2NC(=O)NC21 (configuration not stated),-5.7,7.0,.
CCOC(=O)c1c(NC(=O)c2cccc(Cl)c2)sc(C(=O)Nc2ccc(OC)cc2)c1C,-8.8,8.8,-6.2
CC(C)(C)c1ccc(C(=O)NCc2ccco2)cc1,2.4,2.6,-7.7
COC(=O)c1ccc(C(=O)NCc2cccc(-c3ncc(-c4cccc(OC)c4)[nH]3)c2)cc1,-2.4,1.0,-4.7
O=C(Cn1cc(Br)ccc1=O)NC1CCCN(c2ncccn2)C1 (configuration not stated),3.1,-2.6,.
Clc1ccc2c(c1)C(Nc1ccc3nnnn3n1)CCS2 (configuration not stated),-3.5,6.0,.
Cc1cc(NC(=O)c2ccc3ncsc3c2)n(C)n1,-3.5,-0.3,.
CC(C)(C)C(=O)NCC1CCCN(Cc2ccc3c(c2)OCCO3)C1 (configuration not stated),1.4,-11.4,.
c1cn(CCOc2ccc(CN3CCC4(CCOCC4)CC3)cc2)cn1,-2.5,2.5,.
CC1=CC(C)C2(COC(CN3CCCCC3)OC2)C(C)C1 (configuration not stated),-8.7,.,-5.9
COc1ccc(NC(=O)CCN(CC(C)C)c2nc(-c3ccc(F)cc3)nc3cc(Cl)ccc23)cc1,-7.3,10.7,-8.5
O=C(O)c1cc2n(n1)CCN(C(=O)c1cccc(Cn3cccn3)c1)C2,-2.5,-5.1,-3.1
Cc1nn(CC(C)C)c(C)c1N,-0.4,-11.7,.
Cc1c(C(=O)N2CCCCC2)sc2nc(-c3cccc([N+](=O)[O-])c3)cn12,-3.5,-1.0,-6.7
CN(C(=O)CS(=O)(=O)CCCc1ccccc1)c1ccnn1C,-5.4,-1.4,-15.7
O=c1c2cc([N+](=O)[O-])ccc2ncn1Cc1ccc([N+](=O)[O-])cc1,-3.6,-2.7,.
CCN(Cc1ccc(N(C)C)cc1)Cc1csc(C(C)(C)C)n1,-10.5,7.5,-14.7
Cc1cccn2c(NC(C)(C)CC(C)(C)C)c(-c3cccc(OC(=O)c4cccc5ccccc45)c3)nc12,-9.4,12.4,-7.1
C=CCNC(=O)C(C1CCCC1)N1CCN(C(=O)c2ccccc2F)CC1 (configuration not stated),-2.6,-9.6,0.6
N#CC(=Cc1ccc(Cl)s1)c1ccccn1,-10.8,0.7,.
CCN(CC)C(=O)[C@@H]1C[C@@H](N)CN1Cc1c(C)noc1C,-0.1,-1.1,.
COc1ccc(OC)c(S(=O)(=O)NCc2cccnc2N(C)C)c1,-2.8,2.8,.
CCOCC(=O)N1CCC2(CCC(=O)N(C)CC2)CC1,-12.4,3.7,.
CC(=O)c1cc(CN2CCC(C(=O)Nc3ccc(-n4nc(C)cc4C)cc3)CC2)cs1,-5.4,10.2,.
COCc1c(Br)c(C)nc(OCC(=O)N/N=C\c2ccc(C)o2)c1C#N,-4.1,-6.2,-2.8
CCN(CC)C(=O)CN1C(=O)NC2(CCCCCCC2)C1=O,-6.0,3.5,.
CSCC[C@H](NC(=O)NCCCc1ccccc1)c1nc2ccccc2[nH]1,-9.3,-2.1,.
O=c1nc(SCc2cccc3ccccc23)nc2ccccn12,-3.7,6.9,-4.8
CCCCCc1ccc(C(=O)Nc2nnc(SCc3ccccc3C)s2)cc1,-5.1,-1.1,-4.6
Cn1cc(NC(=O)N2CCN(Cc3noc(C4CC4)n3)CC2)cn1,-8.4,9.5,.
Clc1ccc(NCn2nnc3ccccc32)cc1,-0.2,-1.6,.
CCCNC(=O)Cn1cnc2ccccc2c1=O,-5.1,-0.7,-7.2
Cc1ccc(N2C(=O)CC(N3CCN(c4ccc(C(F)(F)F)cc4[N+](=O)[O-])CC3)C2=O)cc1 (configuration not stated),-4.1,-5.5,-3.9
O=S(=O)(NCc1ccccc1)N1CCCCC1CCn1cccn1 (configuration not stated),-7.8,6.8,.
CN1CCN(CC2CCOC2)CC12CCN(C(=O)COc1ccccc1)CC2 (configuration not stated),-1.2,-7.2,.
CCCC(NC(=O)NCc1ccc(Br)cc1)C(=O)O (configuration not stated),-6.5,6.5,.
c1cnc2nc(CN3CCCN(C4CCCCC4)CC3)nn2c1,-11.7,.,-5.0
CCOC(=O)c1c(NC(=O)c2ccccc2C)sc(C(=O)Nc2ccccc2F)c1C,-0.5,-5.7,1.3
CC(=O)Nc1ccc2nc(CN3CCCC(C(=O)c4cccc(OC(C)C)c4)C3)ccc2c1 (configuration not stated),-4.6,14.6,.
CC1(C)Cc2c(sc(NC(=O)NCc3cccnc3)c2C#N)CO1,-1.5,-13.6,.
O=C(CCc1ccccc1)Nc1ccc2c(c1)N(S(=O)(=O)c1ccccc1)CCC2,-11.2,-4.8,.
# Next structures follow:
SMILES,hcGAS lum,NPYLR7 ag,mcGAS lum
O=S(=O)(NCc1ccccc1)NC[C@H]1CCc2ccccc2O1,-3.8,8.2,.
O=C1COc2cc(C(=O)OCC(=O)N3CCCC3c3cccs3)ccc2N1 (configuration not stated),-2.1,-0.2,.
NC(=NOC(=O)C1CCCCC1)c1ccccc1,-16.6,-3.2,-7.5
Cc1nn(C)c(C)c1C(C)C(=O)OCC(=O)N1CCCCCCC1 (configuration not stated),-4.6,0.2,.
Nc1nc(N)nc(COC(=O)c2ccc(C3CCCCC3)cc2)n1,-5.1,1.1,.
N#Cc1ccsc1NC(=O)C1CCOCC1,-3.9,1.7,.
O=C(Nc1ccccc1)c1ccc(CN2CCOc3ccccc32)cc1,-5.7,0.2,.
FC(F)(F)c1ccc(-c2ccnc3[nH]ccc23)nc1,-2.3,5.2,-9.4
CCCNC(=O)C1(C)CCCN(Cc2cccc(C(F)(F)F)c2)C1 (configuration not stated),4.9,-4.0,2.1
Cc1cc(C)n(CCC(=O)NC2CCc3ccccc32)n1 (configuration not stated),-6.3,1.0,.
CCC1CN(CC2CCCCO2)CCS1 (configuration not stated),-6.7,6.6,.
COCCOC(=O)C1=C(C)NC2=C(C(=O)CCC2)C1c1ccsc1 (configuration not stated),-5.6,-11.4,-4.3

# A stretch from further up, for reference:
SMILES,hcGAS lum,NPYLR7 ag,mcGAS lum
O=S(=O)(NCc1ccccc1)N1CCCCC1CCn1cccn1 (configuration not stated),-7.8,6.8,.
CN1CCN(CC2CCOC2)CC12CCN(C(=O)COc1ccccc1)CC2 (configuration not stated),-1.2,-7.2,.
CCCC(NC(=O)NCc1ccc(Br)cc1)C(=O)O (configuration not stated),-6.5,6.5,.
c1cnc2nc(CN3CCCN(C4CCCCC4)CC3)nn2c1,-11.7,.,-5.0
CCOC(=O)c1c(NC(=O)c2ccccc2C)sc(C(=O)Nc2ccccc2F)c1C,-0.5,-5.7,1.3
CC(=O)Nc1ccc2nc(CN3CCCC(C(=O)c4cccc(OC(C)C)c4)C3)ccc2c1 (configuration not stated),-4.6,14.6,.
CC1(C)Cc2c(sc(NC(=O)NCc3cccnc3)c2C#N)CO1,-1.5,-13.6,.
O=C(CCc1ccccc1)Nc1ccc2c(c1)N(S(=O)(=O)c1ccccc1)CCC2,-11.2,-4.8,.
O=S(=O)(NCc1ccccc1)NC[C@H]1CCc2ccccc2O1,-3.8,8.2,.
O=C1COc2cc(C(=O)OCC(=O)N3CCCC3c3cccs3)ccc2N1 (configuration not stated),-2.1,-0.2,.
NC(=NOC(=O)C1CCCCC1)c1ccccc1,-16.6,-3.2,-7.5
Cc1nn(C)c(C)c1C(C)C(=O)OCC(=O)N1CCCCCCC1 (configuration not stated),-4.6,0.2,.
Nc1nc(N)nc(COC(=O)c2ccc(C3CCCCC3)cc2)n1,-5.1,1.1,.
N#Cc1ccsc1NC(=O)C1CCOCC1,-3.9,1.7,.
O=C(Nc1ccccc1)c1ccc(CN2CCOc3ccccc32)cc1,-5.7,0.2,.
FC(F)(F)c1ccc(-c2ccnc3[nH]ccc23)nc1,-2.3,5.2,-9.4
CCCNC(=O)C1(C)CCCN(Cc2cccc(C(F)(F)F)c2)C1 (configuration not stated),4.9,-4.0,2.1
Cc1cc(C)n(CCC(=O)NC2CCc3ccccc32)n1 (configuration not stated),-6.3,1.0,.
CCC1CN(CC2CCCCO2)CCS1 (configuration not stated),-6.7,6.6,.
COCCOC(=O)C1=C(C)NC2=C(C(=O)CCC2)C1c1ccsc1 (configuration not stated),-5.6,-11.4,-4.3
